Screening results (PubChem BioAssay)
MazF activator – increases E. coli MazEF RNase cleavage of RNA; P0AE70; FAM/BHQ RNA-DNA oligo cleavage fluorescence, 5 h; activation, % at 20 µM; 0.32% of 350,000 active; AID 504720; in the data active means activation above about 50%
Target sequence (P0AE70 whole entry, looked up): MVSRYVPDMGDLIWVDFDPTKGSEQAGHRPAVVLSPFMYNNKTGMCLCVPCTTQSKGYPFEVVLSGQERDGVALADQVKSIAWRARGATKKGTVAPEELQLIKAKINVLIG
Rv3671c inh – Rv3671c (M. tuberculosis) protease inhibition | P9WHR9 | AID 2606 | inhibition, % at 5.96 µM | 0.048% of 320,000 active; in the data active means inhibition above about 38%;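 further: extracellular domain of Rv3671c used as enzyme; 0% = enzyme with DMSO and 100% = no enzyme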
Target sequence (P9WHR9 whole entry, looked up, the tested form may be a part): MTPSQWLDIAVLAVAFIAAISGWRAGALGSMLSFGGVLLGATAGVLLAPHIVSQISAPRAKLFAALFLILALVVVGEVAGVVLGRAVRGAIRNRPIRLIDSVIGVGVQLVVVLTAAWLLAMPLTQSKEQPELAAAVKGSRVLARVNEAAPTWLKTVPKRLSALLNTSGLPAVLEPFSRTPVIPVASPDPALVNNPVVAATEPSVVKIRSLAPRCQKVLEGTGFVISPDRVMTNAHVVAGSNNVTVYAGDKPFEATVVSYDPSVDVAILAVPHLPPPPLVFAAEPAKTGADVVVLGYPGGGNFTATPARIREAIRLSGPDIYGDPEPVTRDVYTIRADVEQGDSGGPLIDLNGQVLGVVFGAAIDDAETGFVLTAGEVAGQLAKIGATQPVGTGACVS
VHR inh abs – DUSP3 (human) phosphatase inhibition. recombinant VHR phosphatase, pNPP absorbance. inhibition, % at 13.3 µM. 0.52% of 290,000 active. AID 1654; in the data active means inhibition above about 50%; further: some compounds called inactive have numbers as strong as hits
Target sequence (P51452 whole entry, looked up): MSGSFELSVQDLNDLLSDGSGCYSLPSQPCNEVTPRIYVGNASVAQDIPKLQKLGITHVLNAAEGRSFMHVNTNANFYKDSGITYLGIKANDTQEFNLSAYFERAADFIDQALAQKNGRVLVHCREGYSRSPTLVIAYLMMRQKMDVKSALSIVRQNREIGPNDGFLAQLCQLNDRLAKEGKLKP
TcdB GH inh – TcdB glycohydrolase inhibition; AID 652162; inhibition, % at 9.99 µM; P18177; TcdB glycohydrolase enzymatic assay, plate reader; 0.24% of 350,000 active; in the data active means inhibition above about 10%
SARS 3CLpro inh – SARS-CoV 3CLpro protease inhibition; P0C6X7; recombinant SARS-CoV 3CLpro, quenched FRET peptide cleavage; inhibition, % at 6 µM; 0.14% of 290,000 active; AID 1706; in the data active means inhibition above about 12%
Anthrax LF inh2 – blocks Bacillus anthracis lethal factor protease; P15917; multiplex microsphere protease cleavage assay, LF; inhibition, % at 10 µM; 0.12% of 360,000 active; AID 588501; in the data active means inhibition above about 30%; inconclusive means no clear call, values can overlap the other calls; further: plate controls were buffer without enzyme for full effect and enzyme alone for no effect
PriA SSB inh – blocks PriA binding to SSB C-terminal tail. AlphaScreen SSBct-PriA binding, biotinylated peptide. inhibition, % at 33 µM. 0.6% of 430,000 active; in the data active means inhibition mostly above about 37%, no sharp cut-off; inactive means mostly below about 20%;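 further: plate controls were negative control peptide for no effect and reference peptide for full effect; strong numbers were not always called active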
Vc quorum ag – induces V. cholerae light production without autoinducers | V. cholerae BH1578 lux reporter, luminescence, 6 h | activation, % at 18.7 µM | 0.16% of 350,000 active | AID 588436; in the data active means activation mostly above about 9.7%, no sharp cut-off; inconclusive means no clear call, values can overlap the other calls; inactive means mostly below about 3.7%; further: not every result past the cut was called active; inactives centre near 0; reference of the scale not given here
Yp Topo-I inh – Y. pestis Topo-I inhibition via cleavage products. activity, % at 10 µM. 0.064% of 360,000 active. AID 504884. Y. pestis Topo-I cleavage product accumulation, plate reader; in the data active means activity above about 50%, passing the limit was not always enough; inconclusive means no clear call, values can overlap the other calls; further: inactives centre near 2
PfHsp40 yeast – rescue of PfHsp40-mediated yeast toxicity; AID 504582; 0.68% of 340,000 active; S. cerevisiae expressing PfHsp40, growth rescue, ATP luminescence; growth rescue, % at 12.5 µM; in the data active means growth rescue above about 28%, passing the limit was not always enough; inconclusive means no clear call, values can overlap the other calls;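 further: yeast W303a lacking pdr1 and pdr3 grown in galactose medium; growth measured after three days at 30 °C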
* marks the source's active call; other numbers are inactive results; i = inactive; ? = inconclusive; / = not tested or not shown; & = joins results of further samples. Not all compounds are listed; count on the stated rates, not on these rows.

Value order – MazF activator	Rv3671c inh	VHR inh abs	TcdB GH inh	SARS 3CLpro inh	Anthrax LF inh2	PriA SSB inh	Vc quorum ag	Yp Topo-I inh	PfHsp40 yeast
> CCOC(=O)Cn1nnc2c(sc3nc4c(c(-c5ccc(Cl)cc5)c32)CCC4)c1=O
→ 2	4	10	/	4	-5	-3	/	29	1.8
> O=c1ccc(-c2ccccc2)nn1Cc1ccc(Cl)cc1
→ 3	-3	/	0.2	2	6	-9	-0.8	3	-0.2
> CCC(Sc1nc2c(cnn2-c2ccc(Cl)cc2)c(=O)[nH]1)C(=O)OC (stereo not given)
→ -5	-6	16	0.7	-2	-14	-11	-0.6	6	0.5
> O=C(COC(=O)c1cnccn1)c1ccc(OC(=O)c2ccccc2)cc1
→ -3	-4	20	/	-8	-2	-5	3.1	4	-0.8
> Cc1ccc(S(=O)(=O)NCc2ccccc2)cc1C(=O)N1CCN(S(=O)(=O)c2ccccc2F)CC1
→ 7	/	/	1.1	/	0	/	-1.2	27	/
> O=[N+]([O-])c1ccc(N/N=C/c2c[nH]c3ccccc23)c(S(=O)(=O)Nc2ccc(Cl)cc2)c1
→ 0	4	2	/	-2	0	/	-0.2	-10	0.2
> Cc1cccc(CCN2CCN=C2Nc2ccccc2)c1
→ 8	5	/	0.2	/	0	-1	0.8	1	-0.3
> CCC(=O)Nc1ccc(NC(=O)c2cccc3c(Br)cccc23)cc1
→ -30	4	42	0.0	-3	-9	-9	0.5	2	1.2
> Cc1ccccc1C(=O)NC(=S)NC1CC1
→ -13	-4	6	1.5	1	10	-3	-7.7	9	1.8
> COc1ccc2cc(C(c3nnnn3CC3CCCO3)N3CCOCC3)c(=O)[nH]c2c1 (stereo not given)
→ 6	1	19	/	2	-8	-5	-0.3	10	-1.2

Continued:
Value order – MazF activator	Rv3671c inh	VHR inh abs	TcdB GH inh	SARS 3CLpro inh	Anthrax LF inh2	PriA SSB inh	Vc quorum ag	Yp Topo-I inh	PfHsp40 yeast
> NS(=O)(=O)c1ccc(CNC(=O)/C=C/c2ccc(S(=O)(=O)N3CCOCC3)cc2)cc1
→ -1	7	4	-1.6	3	-1	-4	-0.4	-9	0.5
> O=C(Cc1n[nH]c(=O)[nH]c1=O)N/N=C/c1ccccc1
→ 8	7	27	0.9	3	-2	/	i	1	-1.1
> CCOC(=O)C1CCN(C(=O)c2ccc(C)c(S(=O)(=O)N3CCCC3)c2)CC1
→ 1	-8	-6	0.9	-12	-2	-11	1.3	0	0.3
> COc1cc(/C=C/C(=O)O)cc(S(=O)(=O)Nc2cc(S(=O)(=O)N3CCCCC3)ccc2Cl)c1OC
→ 4	/	/	0.4	/	0	/	0.2	8	/
> CC1CN(S(=O)(=O)c2ccc(CN3C(=O)c4cccnc4C3=O)s2)c2ccccc2O1 (stereo not given)
→ 3	5	1	1.4	6	1	-12	i	18	1.1
> C=CCc1ccccc1OCC(O)CN1CCN(CCO)CC1 (stereo not given)
→ 2	-1	/	0.5	2	-3	-18	0.6	2	-0.7
> CSc1cccc(NC(=O)/C=C/c2ccco2)c1
→ -3	-16	7	1.0	-3	-4	-2	-0.3	-5	-1.2
> Cc1cccc(NC(=O)c2ccc(N3CCCCC3)c([N+](=O)[O-])c2)n1
→ 3	-4	15	/	-2	-3	33	-0.9	1	19
> CCOC(=O)Cc1csc(N(C)C)n1
→ 4	-8	12	-0.7	-1	0	5	-0.4	-1	-0.8
> Cc1cc(C)cc(N(C(=O)CNS(=O)(=O)c2ccccc2)C(C(=O)NCc2ccccc2)c2ccc(C)o2)c1 (stereo not given)
→ 2	-7	-5	1.4	5	-4	-1	-0.6	0	1.3

Going on with the list:
Value order – MazF activator	Rv3671c inh	VHR inh abs	TcdB GH inh	SARS 3CLpro inh	Anthrax LF inh2	PriA SSB inh	Vc quorum ag	Yp Topo-I inh	PfHsp40 yeast
> S=C(Nc1ccccc1)Nc1ccccc1-n1cccc1
→ -8	/	9	1.8	-3	-8	-4	0.0	-4	/
> O=C(CNC(c1ccccc1)c1ccccc1)Nc1ccc(F)cc1
→ -4	-1	2	/	0	-3	-3	-0.3	5	-0.4
> Cn1ncc2c(c(SCc3ccc(Cl)cc3Cl)nn2C)c1=O
→ 2	-1	9	0.5	3	-7	-5	i	-3	0.1
> O=C(Cc1ccccc1)NNC(=O)Cc1ccccc1
→ 7	-3	28	-0.2	0	5	-6	i	-15	0.4
> CC(=O)Nc1ccc(S(=O)(=O)N(C)CC(=O)N/N=C/c2ccc(C(=O)O)cc2)cc1
→ 7	3	23	-0.1	0	2	/	-0.7	-4	-0.4
> CCNC(=O)COc1ccc(OCc2ccccc2)cc1
→ 5	-17	30	0.3	1	0	-6	-0.1	-4	-0.2
> COc1ccccc1NS(=O)(=O)c1ccc(C)c(C(=O)N2CCCC2)c1
→ 6	8	/	2.4	/	-7	1	i	-4	0.2
> COc1ccccc1NC(=O)C1CCN(S(=O)(=O)c2ccc3c(c2)NC(=O)CO3)CC1
→ 2	-7	-37	1.2	-2	-2	-4	-13	-1	0.6
> CS(=O)(=O)Nc1cccc(NC(=O)C2Cc3c(-c4cccc(F)c4)ccnc3O2)c1 (stereo not given)
→ /	/	/	-1.1	/	-1	/	-0.8	9	/
> O=C(Cc1ccc(Cl)c(Cl)c1)NNC(=S)NCC1CCCO1 (stereo not given)
→ 0	/	-2	0.9	-1	0	8	-0.6	0	-0.1

Continuation:
Value order – MazF activator	Rv3671c inh	VHR inh abs	TcdB GH inh	SARS 3CLpro inh	Anthrax LF inh2	PriA SSB inh	Vc quorum ag	Yp Topo-I inh	PfHsp40 yeast
> Cc1cc(Br)ccc1NC(=O)CN(C)C(=O)c1ccc2ccccc2n1
→ -3	-7	/	-0.4	/	-15	-8	-1.5	18	2.4
> CC(C)(C)C(=O)Oc1cccc(Nc2ncnc3ccccc23)c1
→ 7	-2	4	2.0	1	-15	-1	-0.7	9	2.4
> COc1cccc(-n2c(Cc3cc(=O)[nH]c(=O)[nH]3)nnc2SCC(=O)Nc2ccccc2)c1
→ 4	4	21	0.3	-7	-3	-3	-0.2	0	-0.8
> Cc1c(Cl)cccc1NC(=O)CCC(=O)N/N=C/c1ccc[nH]1
→ 10	-4	-22	-1.2	3	-1	/	-0.2	1	-0.7
> C[C@@H](CSc1ccccc1)CN1CC[C@H](NC(=O)OCc2ccccc2)CCC1=O
→ -1	-2	40	0.7	-7	-7	1	i	18	11
> CN(C)c1ccc(Nc2nc(N)c([N+](=O)[O-])c(N3CCOCC3)n2)cc1
→ 6	-7	8	-23	-2	-7	26	-0.2	-21	-0.1
> O=C(NCCN1CCOCC1)c1cnn2c(-c3ccccc3)cc(-c3ccccc3)nc12
→ 1	-10	24	/	9	4	-19	i	6	0.3
> COc1ccc(-c2noc(CN3CCCCC3c3nccn3C)n2)cc1 (stereo not given)
→ 3	4	9	2.1	-2	1	-5	-0.4	2	0.3
> CC(C)(C)OC(=O)NCc1ccc(NC(=O)c2nc[nH]c2C(=O)NCCCCNC(=O)c2[nH]cnc2C(=O)Nc2ccc(CNC(=O)OC(C)(C)C)cc2)cc1
→ -28	-5	/	/	/	-5	-11	1.1	-4	-0.6
> O=C(CCNS(=O)(=O)c1ccccc1F)NCc1ccc2c(c1)OCO2
→ 8	1	29	0.0	-4	3	0	-0.2	1	-0.5

New compounds follow.
Value order – MazF activator	Rv3671c inh	VHR inh abs	TcdB GH inh	SARS 3CLpro inh	Anthrax LF inh2	PriA SSB inh	Vc quorum ag	Yp Topo-I inh	PfHsp40 yeast
> COc1ccc(S(=O)(=O)N2CCOC2CNC(=O)C(=O)NCCc2ccccc2OC)cc1C (stereo not given)
→ 3	5	17	0.3	-3	1	1	-0.6	31	2.5
> Cc1cn([C@H]2C[C@H](O)[C@@H](CCC(=O)NCc3ccco3)O2)c(=O)[nH]c1=O
→ -9	/	/	-1.2	/	-3	2	1.1	-2	-0.9
> O=C(NCCN1CCOCC1)c1ccc(=O)oc1
→ 2	-7	23	/	1	1	-16	0.1	0	-0.2
> O=C(Cc1ccc(-n2c(=O)c3sccc3n(CC(=O)Nc3ccccc3)c2=O)cc1)NCc1ccco1
→ -5	-3	5	1.1	5	-11	-1	-0.5	7	-0.9
> O=C(CN1CCCCC1)Nc1cc(Cl)ccc1Oc1ccccc1
→ 0	0	6	-0.7	3	-4	-14	-0.3	?	-2.4
> O=[N+]([O-])c1ccc(C2C3C(c4ccccc4)=NC4(CCCC4)N32)cc1 (stereo not given)
→ 7	-5	-8	-3.7	-4	-1	-15	-0.3	-12	0.0
> Cc1csc(NC(=O)CCc2c(C)nc3cc(-c4ccc(Cl)cc4)nn3c2C)n1
→ 6	-8	11	0.3	-3	-5	-19	-0.3	9	4.6
> Cc1ccccc1NS(=O)(=O)c1nnc(NC(=O)c2ccccc2C)s1
→ 11	-1	-6	-2.0	1	-6	-4	-0.2	4	0.6
> O=C(CNC1CCCCC1)Nc1cccc(C(F)(F)F)c1
→ 4	6	9	0.4	2	13	-22	-1.2	1	-1.4
> CC(=O)Nc1ccccc1OCC(=O)NC(C)c1ccccc1 (stereo not given)
→ -1	-4	-2	0.6	-1	0	2	i	-1	-0.3

Next records follow:
Value order – MazF activator	Rv3671c inh	VHR inh abs	TcdB GH inh	SARS 3CLpro inh	Anthrax LF inh2	PriA SSB inh	Vc quorum ag	Yp Topo-I inh	PfHsp40 yeast
> CCc1ccccc1Oc1ccc(S(=O)(=O)N2CCN(C)CC2)cn1
→ -1	4	/	-0.8	/	/	3	-0.5	2	-0.4
> CCN(CC(=O)Nc1cccc(OC)c1)C(=O)C1CC(=O)N(Cc2ccccc2Cl)C1 (stereo not given)
→ -10	/	/	-2.3	/	1	/	i	20	/
> Cc1cc(C(=O)CSc2nc(N)cc(N)n2)c(C)n1-c1cccc(F)c1
→ 2	4	4	-0.4	1	-3	21	0.0	-3	0.9
> C[C@@H]1CN([C@@H](C)CO)C(=O)CCCn2nncc2CO[C@@H]1CN(C)S(=O)(=O)c1ccc(C#N)cc1
→ 9	/	/	-7.8&2.4	/	-3	/	i	-4	/
> NC(=S)N/N=C/c1ccc([N+](=O)[O-])cc1
→ 1	-5	10	0.6	0	2	/	i	-1	-0.8
> CCN(c1ccc(NC(=O)CCc2nc3sc4c(c3c(=O)[nH]2)CCCC4)cc1)C(C)C
→ 0	7	/	0.5	/	-2	-3	0.0	13	0.7
> O=C(N/N=C/c1ccccc1O)C(=O)N1CCCCCC1
→ 1	-5	-6	-1.4	0	1	/	-0.2	-6	0.7
> CCOc1ccc(Nc2oc(-c3cccs3)nc2C#N)cc1
→ 9	3	-7	/	-3	-5	14	i	-1	1.1
> Cc1cc(Cl)ccc1OCC(=O)Nc1ccc(CN2CCOCC2)cc1
→ -5	/	21	0.8	-1	5	-6	i	18	-0.3
> CCC(=O)c1ccc(OCC(O)CN2CCN(S(=O)(=O)N3CCCCC3)CC2)cc1 (stereo not given)
→ -2	-3	24	/	0	0	-19	3.4	15	-0.1
> COc1ccc(-c2nc(NC(=O)CSc3nnc4ccccn34)ns2)cc1
→ -7	0	24	/	-4	/	11&-14	/	/	/
